Compound activity (PubChem)
MDM2 E3 inh – blocks human Mdm2 ubiquitin ligase activity. hit rate 0.11% among 210,000. Q00987. cell-based MDM2 ubiquitination luciferase reporter, 2 h; 0 = plate control, 100 = twice control, blank-subtracted. signal enhancement, % at 5 µM;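 active = signal enhancement of 30% or more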;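 also: luminescence tracks abundance of the self-degrading MDM2-luciferase fusion protein; higher signal means inhibition of MDM2 E3 ligase activity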
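Material: Stable MDM2–luciferase fusion reporter cells | Amount: 2000 cells seeded into each well | Dosing: One concentration, 5 µM, with 0.2% DMSO | Incubation: 4 h cell settling then 2 h compound exposure, 37 °C | Measured by: Luciferase luminescence | Read-out basis: % enhancement relative to plate controls after blank subtraction | Benchmarks: Control and blank well means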
CHOP inh – inhibitors of CHOP induction in ER stress response; inhibition, % at 10 µM; CHO-K1 CHOP-promoter luciferase, tunicamycin-induced, 15-18 h; AID 2732; hit rate 3.8% among 220,000;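 active = compounds that reduced the stress-induced luciferase reporter signal by more than about 70% of percent inhibition, limit read from the data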;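 also: 0% = tunicamycin plus vehicle and 100% = wells without tunicamycin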
TRPML3 agonist – human mucolipin-3 channel agonism. activation, % at 3 µM. Q8TDD5. AID 1448. HEK293 TRPML3-YFP, Fluo-8 calcium fluorescence; 100% = the carbachol control signal. hit rate 0.29% among 220,000;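 active = activation above its plate's cutoff, the mean activation of the plate's test wells plus 3 SD, cut at about 12% in these data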;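 also: 0% = DMSO only wells and 100% = carbachol wells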
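Test system: HEK293 cells stably carrying human TRPML3-YFP; Doses: single dose, 3 µM final nominal compound, 0.3% DMSO final; Schedule: dye loading 1 h 37 °C then 30 min ambient, 125 s read; Technique: Fluo-8 calcium fluorescence; Benchmarks: high control carbachol 87 µM, low control DMSO.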
zfTRPN1 agonist – activates the zebrafish TRPN1 channel; HEK293 zebrafish TRPN1-YFP, Fluo-8 calcium fluorescence; 100% = response to 87 µM carbachol; activation, % at 3 µM; hit rate 0.18% among 220,000; AID 1424;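 active = activation above its plate's cutoff, the mean activation of test wells on that plate plus 3 SD, cut at about 19% in these data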;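 also: 0% = DMSO alone and 100% = 87 µM carbachol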
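Material: zebrafish TRPN1-YFP in HEK293 cells. Doses: one dose of 3 µM, 0.3% DMSO. Incubation: dye 1 h 37 °C plus 30 min RT. Measured by: intracellular calcium fluorescence with Fluo-8.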
PPC-1+TRAIL kill – PPC-1 cancer cell killing with TRAIL present. PPC-1 cells + TRAIL, ATPLite viability luminescence. cell killing (% activity), % at 4 µM. hit rate 0.41% among 220,000. AID 1443;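 active = cell killing above 50% in the first pass at 4 µM, then a duplicate retest at 5 µM averaging 50% or more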;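 also: plate controls were cells with TRAIL plus DMSO for no effect and medium-only wells lacking cells for full effect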
NCF1 inh – blocks human p47phox regulatory protein of NADPH oxidases. P14598. hit rate 0.53% among 220,000. p47phox/p22phox peptide binding, fluorescence polarization, 2 h. inhibition, % at 24.7 µM;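 active = inhibition above about 30%, limit read from the data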;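 also: 0% = p47phox with labelled peptide and 100% = labelled peptide alone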
Target sequence (P14598 whole entry, looked up): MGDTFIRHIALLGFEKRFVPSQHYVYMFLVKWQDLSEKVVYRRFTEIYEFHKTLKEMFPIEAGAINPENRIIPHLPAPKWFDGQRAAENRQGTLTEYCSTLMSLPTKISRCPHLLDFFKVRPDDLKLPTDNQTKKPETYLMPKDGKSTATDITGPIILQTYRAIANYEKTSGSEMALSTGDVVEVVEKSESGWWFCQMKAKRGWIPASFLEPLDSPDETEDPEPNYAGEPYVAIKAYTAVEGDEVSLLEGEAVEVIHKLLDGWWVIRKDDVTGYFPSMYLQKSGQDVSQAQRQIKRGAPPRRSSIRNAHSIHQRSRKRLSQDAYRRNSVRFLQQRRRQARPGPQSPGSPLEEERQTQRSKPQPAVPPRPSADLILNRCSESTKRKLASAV
Runt-SMMHC FRET – Runt domain-CBFb-SMMHC interaction inhibition. Cerulean-Runt/Venus-CBFb-SMMHC FRET ratio 530/480, 1 h. inhibition, % at 20 µM. hit rate 0.74% among 220,000. AID 1434;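 active = mean inhibition across duplicate retests at 20 µM reaching about 50%, limit read from the data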;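 also: 0% = DMSO wells and 100% = wells with excess untagged CBFb-SMMHC; inhibitors lower the FRET ratio by blocking Runt binding to CBFb-SMMHC; some results filed as inactive read as strong as hits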
Target sequence (Q01196 whole entry, looked up, the tested form may be a part): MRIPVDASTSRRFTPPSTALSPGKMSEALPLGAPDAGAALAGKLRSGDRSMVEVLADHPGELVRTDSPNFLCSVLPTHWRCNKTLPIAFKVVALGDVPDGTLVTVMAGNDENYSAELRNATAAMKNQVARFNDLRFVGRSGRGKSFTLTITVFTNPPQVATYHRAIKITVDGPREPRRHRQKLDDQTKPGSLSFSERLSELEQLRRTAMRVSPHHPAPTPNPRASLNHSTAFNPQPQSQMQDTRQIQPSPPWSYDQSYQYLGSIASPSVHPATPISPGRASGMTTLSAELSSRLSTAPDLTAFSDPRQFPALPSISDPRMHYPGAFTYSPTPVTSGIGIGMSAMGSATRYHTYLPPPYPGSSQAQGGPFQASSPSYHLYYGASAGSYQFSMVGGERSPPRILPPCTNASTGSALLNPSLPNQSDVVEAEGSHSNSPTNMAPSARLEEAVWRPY
Target sequence (Q13951 whole entry, looked up, the tested form may be a part): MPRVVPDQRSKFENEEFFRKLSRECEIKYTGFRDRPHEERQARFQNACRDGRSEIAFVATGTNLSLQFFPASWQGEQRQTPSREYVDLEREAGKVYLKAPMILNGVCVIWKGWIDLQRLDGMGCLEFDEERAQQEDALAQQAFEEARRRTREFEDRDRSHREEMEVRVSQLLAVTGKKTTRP
TNF necrop inh – blocks TNF-alpha induced death of Jurkat FADD-/- cells | Jurkat FADD-/- TNF necroptosis rescue, ATP luminescence, 24 h; 0 = TNF only, 100 = no-TNF cells | activation (protection from cell death), % at 10 µM | hit rate 0.068% among 220,000 | AID 463075;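 active = activation, meaning protection from cell death, of at least 50% relative to plate controls; inactive = activation below 50%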;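 also: necroptosis triggered by 40 ng/mL TNF-alpha added together with compound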
EBV gp42 inh – EBV gp42 inhibition | AID 1085 | inhibition, % (tested at 21.74 µM) | Fluorescence polarization binding assay, mP read-out | hit rate 0.42% among 220,000; in the data active = inhibition above about 50%
Starred values were filed as active, the others as inactive; . = not tested or not shown. Rows are unselected; any-hit rate near 5.9%.

SMILES	MDM2 E3 inh	CHOP inh	TRPML3 agonist	zfTRPN1 agonist	PPC-1+TRAIL kill	NCF1 inh	Runt-SMMHC FRET	TNF necrop inh	EBV gp42 inh
Cc1nn(C)c(=S)n1-c1ccc(Cl)cc1	2	-13	0.4	0.0	17	-8	-5	2.7	-8
N#Cc1cn(Cc2cccc(Cl)c2)c2ccccc12	-14	52	-0.9	-0.8	-15	-5	-8	-1.7	-10
Fc1ccccc1CSc1nncn1NCc1cccs1	5	2	0.6	0.0	5	-13	4	1.0	-19
COCCNC(=O)c1ccc2c(=O)n(CCOC)c(=O)[nH]c2c1	-17	-16	0.4	0.3	10	-9	-1	0.9	-10
CC(C)c1ccc(C(=O)NN2C(=O)C3CCCCC3C2=O)cc1 (configuration not stated)	-8	-38	0.2	0.2	18	-15	0	2.0	-2
CCCCN(C(=O)NC(=O)Nc1ccccc1OCC)S(C)(=O)=O	-1	52	0.9	0.1	-2	-13	2	-3.7	-5
CCOC(=O)c1sc2nc3n(c(=O)c2c1C)CCC(C)CC3 (configuration not stated)	-9	30	-0.3	-0.6	0	-9	-4	-0.3	-7
CSc1ccc(-c2cccc([N+](=O)[O-])c2)nn1	-15	-7	0.5	0.7	7	-4	2	-1.6	5
CCOC(=O)CNC(=O)CCCCCC(=O)NCC(=O)OCC	-11	26	1.1	0.8	16	-10	3	1.5	-10
CC(C)(C)C(=O)OC/C(N)=N/OC(=O)c1ccccc1	-2	10	-0.1	-0.5	10	-4	-1	-0.5	-3
CCOc1ccccc1NC(=O)Nc1ccc(Br)cc1C	-24	29	1.4	0.9	12	-1	-2	0.4	-19
COC(=O)C(C(=O)N1CCN(C)CC1)C1CCCCCC1 (configuration not stated)	-6	-14	0.5	0.4	13	-4	0	-1.7	-12
Cc1nn(C(=O)Cn2ccc([N+](=O)[O-])n2)c(C)c1Br	-85	7	-0.5	-1.6	9	-3	1	2.2	-9
O=C(CCC1CCCN(C(=O)c2ccncc2)C1)NCc1ccc(F)c(F)c1 (configuration not stated)	-22	-4	0.2	-0.4	15	1	-1	0.4	-6
Cc1nc2nc(Cc3ccccc3)[nH]n2c(=O)c1Cc1ccccc1	-20	18	0.9	-0.3	24	-10	0	-1.7	2
CNc1cc(C)nc(-n2nc(C)cc2C)n1	-12	40	1.2	1.3	14	-9	0	-0.5	8
CCCc1cc(-c2n[nH]c(=S)n2CC)c2ccccc2n1	-7	55	-1.0	-2.3	18	-1	6	2.0	14
CCOC(=O)N1CCN(C(=O)CN(c2ccccc2OC)S(=O)(=O)c2ccc(C)cc2)CC1	-41	45	0.0	0.1	3	-5	-6	-3.1	-13
O=C(Nc1cccc(C(F)(F)F)c1)NC1CCN(S(=O)(=O)c2ccc(F)cc2)CC1	-6	100*	-0.7	-1.8	6	-15	-2	0.5	10
O=C(Oc1ccc2c(c1)OCO2)c1cc2c(s1)CCC2	0	.	0.3	-0.3	5	-1	-12	-20	3
CCc1nn(C(C)C(=O)N2CCN(Cc3ccccc3)CC2)c(=O)c2cc3occc3n12 (configuration not stated)	-15	-7	0.2	0.5	27	-11	-2	3.6	0
COc1cccc(C(=O)C2CCCN(Cc3cccn3-c3ccccn3)C2)c1 (configuration not stated)	-23	15	1.0	0.2	23	12	-2	2.3	1
CCOC(=O)C1CCN(C(=O)CCc2nc3ccccc3[nH]2)CC1	0	19	0.3	0.0	8	-7	-1	0.7	-23
COc1ccccc1NC(=O)C(C/C=C(/C)Cl)C(C)=O (configuration not stated)	7	12	-0.6	-1.0	-4	11	1	-1.3	-21
COc1cc(C(=O)c2c(C)c(CCC#N)n3ccccc23)cc(OC)c1OC	2	9	-0.1	0.2	23	-6	-7	-4.5	9
O=C(CN1CCOCC1)Nc1cccc(S(=O)(=O)N2CCCCCC2)c1	-2	11	1.2	0.3	11	-7	-1	1.9	-19
Cc1ccc(S(=O)(=O)NCCN(CCNS(=O)(=O)c2ccc(C)cc2)S(C)(=O)=O)cc1	-18	7	-0.1	-0.2	4	-9	-3	-0.5	-9
O=C(C1CCCN(S(=O)(=O)c2ccccc2[N+](=O)[O-])C1)N1CCN(c2ccccc2)CC1 (configuration not stated)	-6	5	-0.4	1.3	16	0	-1	-2.9	-9
CCOc1ccc2c(c1)C(c1cccs1)=NNC(c1cccnc1)=N2	-8	13	-0.3	-0.1	26	44*	-8	-1.9	2
Cc1nn(-c2ccccc2)c2c1C1(C(=O)N3c4c(cccc41)C(C)CC3(C)C)C(C#N)=C(N)O2 (configuration not stated)	-23	68	-0.8	-2.4	7	-5	2	-5.3	15
CSc1ccc(C(=S)N2CCN(C)CC2)cc1	-20	11	1.2	1.3	3	-12	39	-0.8	-7
CSc1nc(-c2ccc(Cl)cc2)nn1C(=O)c1ccccc1	-5	-1	0.3	-0.4	-10	-18	-1	0.1	6
COc1ccc(C(=O)COC(=O)C2CCCN2C(=O)C23CC4CC(CC(C4)C2)C3)cc1 (configuration not stated)	-6	52	0.6	-2.2	-1	-3	-3	0.8	11
Cc1ccc(CNC(=O)c2c(C)cc(=O)oc2C)cc1	-9	19	0.3	-0.8	5	-13	-1	2.6	-11
Cc1cc([N+](=O)[O-])nn1CCCC(=O)NC1CCCCC1	-9	26	0.8	-0.3	16	-6	2	1.5	-11
CCN(Cc1ccccc1)C(c1cccs1)c1nnnn1C1CCCCC1 (configuration not stated)	-8	31	0.6	0.0	8	0	-2	0.2	-4
O=C(NC(=O)c1ccc(Cl)cc1)Nc1ccc(-c2cnco2)cc1	-10	-10	0.5	-0.6	5	12	-1	1.2	5
CCC1(CC)C(=O)N(C)C(=O)NC1=Nc1ccc(OC)cc1	-12	25	1.1	0.1	16	-4	-8	-0.6	-16
O=C(Nc1ccc(N2CCOCC2)c(F)c1)c1ccncc1	8	-29	0.5	1.1	10	-13	-6	-1.0	-7
O=C1CCCC2=C1C(c1ccc(Cl)cc1)N1C(=O)CCSC1=N2 (configuration not stated)	.	5	-0.5	2.2	16	-11	2	-0.9	-21
C=CCn1c(SCC(=O)N2N=C(c3ccco3)CC2c2ccco2)nnc1-c1ccncc1 (configuration not stated)	-19	20	0.1	0.9	18	-4	12	2.4	2
C=CCc1cccc2cc(C(=O)NC)c(=O)oc12	-3	13	0.2	0.2	-7	-3	3	0.1	-17
COc1ccc(OC)c(C(=O)Cn2nnc(-c3ccc(N4CCOCC4)cc3)n2)c1	.	-13	1.7	4.5	7	-25	0	2.4	-24
COc1ccc(C2(CNC(=O)c3cccc([N+](=O)[O-])c3)CCCCC2)cc1OC	10	1	0.1	-1.1	3	0	3	1.9	10
COc1ccc(NC(=O)Nc2ncn(Cc3cccc(C(F)(F)F)c3)n2)cc1OC	5	28	0.1	0.9	-4	-4	-3	-0.8	-12
Cc1cccc(/C(N)=N/OC(=O)c2ccc(Br)o2)c1	-89	0	0.0	-0.3	-4	10	3	-1.2	3
Cc1ccc(OCC(=O)N/N=C\c2ccc(C)o2)c(C)c1	-15	38	0.7	0.1	25	-7	1	0.5	-14
COc1cc(-c2nnc(COc3ccc4cc(Br)ccc4c3)o2)cc(OC)c1OC	13	63	-0.8	0.2	-4	-2	-11	-8.3	-2
CCC(c1nnnn1CC1CCCO1)N(CCN1CCOCC1)Cc1cc2cc(C)ccc2[nH]c1=O (configuration not stated)	-5	4	0.2	0.5	-6	-8	-5	-3.9	-10
O=C(N/N=C/c1ccccc1)c1ccc(CN2C(=O)c3cccc4cccc2c34)cc1	2	28	0.9	1.9	6	29	-39	2.1	-88
Cc1nc(NCc2ccc3c(c2)OCO3)c2oc3ccccc3c2n1	-7	-10	0.7	1.8	11	-2	-4	-0.3	-11
CNC(=O)/C(C#N)=C/c1c(N2CC(C)OC(C)C2)nc2ccccn2c1=O (configuration not stated)	11	15	1.2	1.0	40	-8	121*	1.5	-11
CCC(=NCc1ccccc1)C1=C(O)C(C(=O)OC)C(C)(C)CC1=O (configuration not stated)	-14	2	0.2	1.1	-11	-11	-1	-0.8	-3
CCC(=O)N1CCN(C(C)=O)C1c1ccccc1 (configuration not stated)	-15	-24	1.3	0.1	-3	4	1	-1.9	-2
COC(=O)[C@@H]1C[C@@H]2CC[C@@H](O)C[C@@H]2N1Cc1ccc(Cl)cc1	14	1	.	.	20	-62	3	2.2	-19
CN(C)c1ccc(NC(N)=S)cc1	-30	-13	0.1	-0.1	22	6	3	-1.2	9
Cc1ccc2oc(=O)c3cnn(CC(=O)NC4CCCCC4C)c3c2c1 (configuration not stated)	-12	57	0.5	1.2	6	24	-11	-0.2	-9
Cc1ccc(NC(=O)c2c(C)nn(-c3ccccc3)c2Cl)c(C)c1	-6	-5	-0.2	1.3	27	-6	1	-1.8	-16
O=C(CSc1nc2ccc([N+](=O)[O-])cc2[nH]1)NC1CCCCC1	-11	4	0.2	1.0	26	-17	5	-1.4	-3
Fc1ccc(OCCOCCOc2cccc3[nH]ccc23)cc1	-4	36	-1.4	-1.4	12	-8	-1	0.7	-8

The last four compounds of the part before open the next one:
SMILES	MDM2 E3 inh	CHOP inh	TRPML3 agonist	zfTRPN1 agonist	PPC-1+TRAIL kill	NCF1 inh	Runt-SMMHC FRET	TNF necrop inh	EBV gp42 inh
Cc1ccc2oc(=O)c3cnn(CC(=O)NC4CCCCC4C)c3c2c1 (configuration not stated)	-12	57	0.5	1.2	6	24	-11	-0.2	-9
Cc1ccc(NC(=O)c2c(C)nn(-c3ccccc3)c2Cl)c(C)c1	-6	-5	-0.2	1.3	27	-6	1	-1.8	-16
O=C(CSc1nc2ccc([N+](=O)[O-])cc2[nH]1)NC1CCCCC1	-11	4	0.2	1.0	26	-17	5	-1.4	-3
Fc1ccc(OCCOCCOc2cccc3[nH]ccc23)cc1	-4	36	-1.4	-1.4	12	-8	-1	0.7	-8
C[C@@H](C(=O)NCc1ccccn1)[C@@H]1C[C@@]1(C)[C@@H](NC(=O)OCc1ccccc1)c1ccccc1	.	19	0.1	0.0	21	-3	0	1.0	-10
COc1ccc(C(=O)Oc2ccc(C(C)=O)cc2)c(OC)c1	-11	22	-0.2	0.5	-12	3	0	-4.1	-1
COc1ccc(OC)c(CN2CCN(CCc3ccccc3)C(CCO)C2)c1 (configuration not stated)	-17	3	-0.2	-1.4	3	3	2	1.2	-5
N#CCSc1nnc(SCC#N)s1	.	4	0.6	0.8	-12	-14	-5	-3.8	3
Cc1cc(NCc2ccco2)nc2cc(O)ccc12	-1	7	0.0	0.7	0	-18	76*	0.0	-4
